High-throughput results from PubChem BioAssay.
SR-BI HDL uptake: mouse SR-BI HDL lipid transfer inhibition | ldlA[mSR-BI] CHO cells, DiI-HDL uptake fluorescence, 3 h | actives 0.96% (n = 320,000) | inhibition, % at 12.5 µM | AID 488896 | Q61009;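 active = mean replicate inhibition of at least 70% and a set share of replicates each scoring 70 or more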;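 also: 0% = median of neutral control wells and 100% = median of positive control wells; values of inactives mirror those of a sister screen read the other way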
MITF TRPM1 HTS: activators of MITF-driven TRPM1 promoter activity in SK-MEL-5 cells; SK-MEL-5 TRPM1-promoter luciferase, 24 h; % of positive control, neutral wells = 0; activation, % at 12.5 µM; actives 0.75% (n = 300,000); AID 588334;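 active = mean activation of at least 80% with every replicate also reaching 80%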;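 also: 0% = neutral control wells and 100% = parthenolide positive control wells; values of inactives mirror those of a sister screen read the other way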
dFosB act: activators of mouse delta FosB homodimer | activation, % at 25 µM | P13346 | purified delta FosB, TAMRA-CDK5 oligo fluorescence polarization; percent of positive-control signal above neutral wells | actives 0.99% (n = 340,000);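 active = mean activation above about 17%, with every replicate also reaching it, limit read from the data, passing the limit was not always enough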;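 also: fluorescence polarization rise as delta FosB binds a TAMRA Cdk5 AP-1 oligo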
Target sequence (P13346 whole entry, looked up): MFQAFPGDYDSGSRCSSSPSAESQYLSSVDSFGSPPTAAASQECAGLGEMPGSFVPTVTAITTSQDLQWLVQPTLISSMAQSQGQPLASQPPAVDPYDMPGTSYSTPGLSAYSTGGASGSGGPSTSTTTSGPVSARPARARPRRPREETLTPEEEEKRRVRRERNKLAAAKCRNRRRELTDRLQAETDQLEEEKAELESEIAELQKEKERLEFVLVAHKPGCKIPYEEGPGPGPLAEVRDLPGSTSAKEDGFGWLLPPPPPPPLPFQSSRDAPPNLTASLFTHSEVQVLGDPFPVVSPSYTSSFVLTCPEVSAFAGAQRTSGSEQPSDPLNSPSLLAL
NSD2 inh: NSD2 (human) methyltransferase inhibition; O96028; NSD2 peptide methylation, AlphaScreen, 120 min; inhibition, % at 12.5 µM; actives 0.54% (n = 310,000); in the data active = inhibition above about 50%
PvdQ inh: blocks Pseudomonas aeruginosa PvdQ acylase activity; actives 0.063% (n = 340,000); purified PvdQ acylase, fluorescence plate reader; inhibition, % at 10 µM; AID 488965; in the data active = inhibition above about 30%, passing the limit was not always enough;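 also: 0% = vehicle neutral wells and 100% = reference inhibitor wells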
Wnt act: Wnt/beta-catenin pathway activation; activation, % at 9.35 µM; Wnt/beta-catenin reporter cell assay, activator, plate reader; actives 1.2% (n = 300,000); in the data active = activation above about 30%, passing the limit was not always enough;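 also: 0% = neutral control wells and 100% = positive control wells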
HTR5A inv ctr: HTR5A inverse agonism, opioid heterodimer counter-screen; inhibition, % at 9.3 µM; actives 0.083% (n = 340,000); P47898; HTR5A cell line, luminescence; AID 504634; in the data active = inhibition mostly above about 23%, no sharp cut-off; inactive = mostly below about 18%;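 also: 0% = cells with DMSO and 100% = no-cell wells with DMSO; some compounds called inactive have numbers as strong as hits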
HTR5A ag ctr: counter-screen for OPRM1-OPRD1 agonists: human HTR5A agonism | activation, % at 9.3 µM | HTR5A agonist assay, luminescence, cell-based | actives 0.61% (n = 340,000) | P47898; in the data active = activation mostly above about 9.5%, no sharp cut-off; inactive = mostly below about 7.6%;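 also: 0% = cells with vehicle only and 100% = reference agonist; strong numbers were not always called active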
CDK5 p35 inh: CDK5/p35 (human) kinase inhibition. AID 488839. actives 0.01% (n = 330,000). inhibition, % at 10 µM. Recombinant CDK5/p35, ADP-Glo luminescence, 60 min. Q00535+Q15078;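 active = highest replicate inhibition of at least 50% and at least 75% of replicates reaching 50%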;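 also: plate controls were DMSO neutral control for no effect and GW8510 at 10 µM for full effect; many of its hits are not listed in these tables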
Target sequence (Q00535 whole entry, looked up): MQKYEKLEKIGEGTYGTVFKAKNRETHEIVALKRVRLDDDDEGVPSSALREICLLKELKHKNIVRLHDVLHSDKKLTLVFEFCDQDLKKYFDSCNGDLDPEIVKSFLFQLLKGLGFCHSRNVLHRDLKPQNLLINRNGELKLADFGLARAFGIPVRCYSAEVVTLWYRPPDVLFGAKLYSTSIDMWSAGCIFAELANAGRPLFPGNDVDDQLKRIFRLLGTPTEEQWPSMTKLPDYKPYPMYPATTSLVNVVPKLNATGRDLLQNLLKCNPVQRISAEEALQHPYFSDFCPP
Target sequence (Q15078 whole entry, looked up): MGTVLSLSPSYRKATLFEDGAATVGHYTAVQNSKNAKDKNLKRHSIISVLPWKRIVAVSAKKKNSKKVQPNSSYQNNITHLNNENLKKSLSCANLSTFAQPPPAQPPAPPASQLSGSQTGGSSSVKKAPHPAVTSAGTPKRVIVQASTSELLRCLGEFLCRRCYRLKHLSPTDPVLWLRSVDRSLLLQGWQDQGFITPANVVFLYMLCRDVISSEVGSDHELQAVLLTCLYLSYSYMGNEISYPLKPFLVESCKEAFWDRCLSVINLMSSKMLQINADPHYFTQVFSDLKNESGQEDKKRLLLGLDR
V-ATPase pH: regulators of yeast V-ATPase proton transport. S. cerevisiae, pHLuorin cytosolic pH fluorescence. response, % at 10 µM. actives 0.37% (n = 350,000); in the data active = response mostly above about 7.3%, no sharp cut-off; inactive = mostly below about 5.4%; also: actives read high; inactives centre near 0; some compounds called inactive have numbers as strong as hits; reference of the scale not given here
Numbers without * were called inactive; / = no result given.

The opening 2 compounds, to show the layout:
SMILES	SR-BI HDL uptake	MITF TRPM1 HTS	dFosB act	NSD2 inh	PvdQ inh	Wnt act	HTR5A inv ctr	HTR5A ag ctr	CDK5 p35 inh	V-ATPase pH
COc1ccc2c(C)cc(SCC(=O)Nc3cc(C(N)=O)cc(C(N)=O)c3)nc2c1	7	-6	68*	-5	-6	0	-4	1	1.2	8
CSc1cc(-c2ccc(Cl)cc2)c(C(=O)N2CCCC2)s1	32	-16	-11	1	1	-2	19	-7	-0.8	-6

Main list, from the first entry:
SMILES	SR-BI HDL uptake	MITF TRPM1 HTS	dFosB act	NSD2 inh	PvdQ inh	Wnt act	HTR5A inv ctr	HTR5A ag ctr	CDK5 p35 inh	V-ATPase pH
COc1ccc2c(C)cc(SCC(=O)Nc3cc(C(N)=O)cc(C(N)=O)c3)nc2c1	7	-6	68*	-5	-6	0	-4	1	1.2	8
CSc1cc(-c2ccc(Cl)cc2)c(C(=O)N2CCCC2)s1	32	-16	-11	1	1	-2	19	-7	-0.8	-6
CCOC(=O)c1c(C)n(OC)c2ccc3c(no[n+]3[O-])c12	14	14	0	-3	-17	/	-12	5	1.8	4
Cc1ccc(C)c(Cn2nnc3c(=O)[nH]c(C4CCN(S(=O)(=O)c5ccc(S(=O)(=O)N(C)C)cc5)CC4)nc32)c1	-13	-9	6	-3	2	-2	28	0	1.9	-1
CCN(CCCCCCN)c1ccc2c(=O)[nH][nH]c(=O)c2c1	5	-1	-8	9	-7	-1	-2	1	-0.3	-1
COc1ccc(CSCC(=O)NN=C2CCN(C)CC2)cc1	-25	5	-1	-8	-2	-1	2	-1	-0.2	-2
Cc1cc(Cl)c(S(=O)(=O)N2CCN(c3ccccc3)CC2)cc1OCC(N)=O	-25	-2	-3	-6	0	4	-18	4	0.7	4
O=C(NCCCN1CCCCC1)c1ccc2c(c1)ncn2C1CCCC1	-16	4	-6	2	-16	-4	-13	5	0.7	-1
O=C(O)C(=O)/C(=C\c1ccc([N+](=O)[O-])cc1)c1ccc2ccccc2n1	-1	/	-3	7	-2	14	-3	-1	2.4	-3
COc1ccccc1CNC(=O)C1CCC(CNS(=O)(=O)c2ccccc2)CC1 (centres undefined)	16	2	-4	-3	-20	-2	7	-2	1.7	2
CC(C)C[C@@H](C(=O)NCC1CCCO1)N1C(=O)N2CCc3c([nH]c4ccccc34)[C@@]2(C)C1=O (some centres undefined)	3	-11	-7	/	-24	-2	-8	-1	-7.9	0
Cc1ccc(NC(=O)COC(=O)CCc2c[nH]c3ccccc23)cc1[N+](=O)[O-]	-8	-13	-7	4	-11	-2	-14	1	0.1	1
CC1(C)CC(=O)C2=C(C1)OC(N)=C([N+](=O)[O-])C2c1ccc(C#N)s1 (centres undefined)	-15	-1	-7	1	8	-1	4	-2	1.3	0
c1ccc(-c2nc(-c3cccnc3)cs2)cc1	/	35	-18	-2	-10	11	-6	1	0.8	-1
CCN(C(=O)COC(=O)CCC(=O)c1cccs1)c1ccccc1	-14	1	-2	0	7	0	-3	1	0.7	-2
Nc1cc2c(cc1C(=O)c1ccccc1)OCCO2	-6	9	7	16	-14	-1	-2	-4	1.3	4
COc1ccc(NC(=O)[C@@H](NC(=O)N2C[C@H]3C[C@@H](C2)c2cccc(=O)n2C3)C(C)C)cc1OC	-9	-4	-6	/	-14	0	19	3	-1.0	-1
O=[N+]([O-])c1ccc2c(c1)C(N1CCOCC1)/C(=C/COc1ccc3ccccc3c1Br)O2 (centres undefined)	10	1	-6	1	-18	/	-18	1	-3.1	-5
COCCCNC(=O)C(=O)Nc1cc2c3c(c1)CCC(=O)N3CCC2	16	-4	-1	2	-8	0	-2	1	1.5	4
O=C(Nc1cccnc1)c1ccc(S(=O)(=O)c2ccc(Cl)cc2)cc1	0	-12	-2	0	2	-4	5	-2	0.4	1
O=C(Nc1ccc(Br)cc1)c1ccc(CSC2=NCCS2)cc1	62	24	-3	-1	-9	/	-6	4	-0.5	0
CCOc1ccc(NC(=O)COc2ccc(OC)cc2)cc1	-22	-1	-12	-2	-5	-6	8	-2	0.7	0
Nc1cccc2c1C(=O)N(Cc1nnc(-c3ccccc3Br)o1)C2=O	2	1	-9	-6	-16	0	-6	2	-0.6	4
CSc1ccc(C(=O)c2[nH]c(=O)[nH]c2C)cc1	0	0	1	/	-8	-3	11	0	1.9	1
O=C(c1ccccc1)N1CCOC(O)(c2ccccc2)C1c1ccccc1 (centres undefined)	-17	2	-7	0	-28	1	14	-4	-4.6	0
COc1ccccc1N1CCN(C(=O)C(C)CS(=O)(=O)c2ccc3c(c2)NC(=O)CS3)CC1 (centres undefined)	18	-5	-1	2	-8	0	7	0	0.8	5
CCOc1ccc(-n2ccc(=O)c(C(=O)Nc3ccc(S(=O)(=O)Nc4ncccn4)cc3)n2)cc1	0	-4	-32	13	-10	6	-12	-3	-0.8	0
Cc1ccc(S(=O)(=O)NCC(C)NC(=O)CN2CCOCC2)cc1 (centres undefined)	-16	-15	0	-2	-8	-1	3	-2	1.0	-1
O=C(O)CC1NC(=O)N(c2ccc(Cl)cc2)C1=O (centres undefined)	0	10	0	4	9	/	-7	2	6.4	3
CCCNC(=O)C1CN(S(=O)(=O)c2ccc(Cl)s2)c2ccccc2O1 (centres undefined)	-9	-8	-19	-1	-9	-1	-10	-3	0.3	2
CN1C(=O)C(O)(C2OC(C)(C)CCC2=O)c2ccccc21 (centres undefined)	-6	/	4	0	-9	/	26	-2	-2.3	3
COc1ccc(-c2cc(C(=O)N3CCN(c4ncccn4)CC3)c3ccccc3n2)cc1	42	50	-15	-1	-15	29	-1	0	-0.5	2
CN(CC(=O)NNC(=O)CCNS(=O)(=O)c1ccccc1)S(=O)(=O)c1ccc(Cl)cc1	-13	-20	2	-1	19	-1	14	-5	-0.1	5
Cc1cccn2c(=O)c(/C=C(\C#N)S(=O)(=O)c3ccccc3)c(N3CCN(C)CC3)nc12	-22	-4	3	12	-4	/	0	-1	-0.6	6
c1ccc(OCCN2CCNCC2)cc1	/	-11	-4	-1	-14	-4	-1	0	-3.1	-3
CC(C)(C)c1ccc(OCC(=O)N/N=C/c2ccc(N3CCOCC3)cc2)cc1	14	18	-17	0	6	/	-20	6	2.7	-2
CCc1ccc(-c2cc(C)no2)cc1S(=O)(=O)N1CCN(C(=O)c2ccco2)CC1	13	-1	-15	-2	8	0	16	2	-1.0	-2
COc1cc(C(=O)Nc2ccc3c(c2)OCCO3)ccc1-n1cnnn1	29	/	2	0	-5	/	-23	8	0.3	1
CCCCC(=O)NC(c1ccc(C(C)C)cc1)c1ccc2cccnc2c1O (centres undefined)	-17	-70	-14	0	-13	-13	-5	1	0.7	-2
Cc1cc(C(=O)Cn2cc(C(F)(F)F)ccc2=O)c(C)n1-c1ccccc1	14	3	-6	2	-1	1	24	1	2.5	2
COc1ccc(CNCc2ccc(C)cc2)c(OC)c1	-6	-12	0	1	5	0	4	-1	2.2	-1
CN=C1N(C)C[C@@H]2[C@@H]3C(=O)N(C)C(=O)[C@@H]3[C@](C)(C(=O)OC)N12	-18	-1	-7	/	-8	-1	6	-2	3.8	2
c1ccc2c(CN3CCOCC3)c3ccccc3c(CN3CCOCC3)c2c1	-19	6	-5	/	-3	-5	5	-2	-0.6	6
Cc1ccc(NC(=O)c2ncn(CC(=O)NCc3ccc4[nH]ccc4c3)n2)cc1C	11	20	1	/	0	-2	3	-1	-0.3	1
C=CC[C@@H](CC(=O)N[C@H](CO)Cc1ccccc1)C(=O)N[C@@H](COC(=O)[C@@H](CC=C)CC(=O)OC(C)(C)C)Cc1ccccc1	29	-1	-22	/	15	-3	12	-4	1.2	0
CCN(C(=O)COC(=O)c1cc2c(s1)CCC(C)C2)c1c(N)n(Cc2ccccc2)c(=O)[nH]c1=O (centres undefined)	13	-2	-7	3	-5	-2	-7	-2	-2.4	1
CC(C)OCCCNC(=O)COCC(=O)Nc1ccc(OCCc2ccccc2)cc1	5	-9	-9	10	-16	0	-18	5	1.6	1
CCN1C(=NCC(C)C)N[C@@H](c2cccc(C(F)(F)F)c2)C(C(=O)OC)=C1C	-14	15	2	/	-5	-3	-10	7	0.1	-2
O=C(CN1CCOCC1)NCCNC(=O)CN1CCOCC1	-29	/	-6	60*	-5	-5	9	-4	-0.9	-4
O=C(CCCCCn1c(=S)[nH]c2ccc(N3CCOCC3)cc2c1=O)NCc1cccc(Cl)c1	27	4	-4	0	-2	-5	12	-5	0.7	-2
CCOC(=O)c1cnc2ccc(Cl)cc2c1N1CCN(C)CC1	/	-2	-4	5	-4	-5	-14	0	3.4	7
COc1ccc(NC(=O)CS(=O)c2ccc(F)cc2)cc1 (centres undefined)	-15	8	1	-4	-10	-1	11	-1	-0.2	-2
Cc1csc(NC(=O)CSc2nc3ccccc3c(=O)[nH]2)n1	-3	/	6	-2	-21	13	-4	0	-0.6	-1
O=C1Nc2ccccc2/C1=C\C(=O)c1ccccc1	-9	-11	-9	-3	1	-2	-6	2	-0.4	-4
O=C(O)CCC(=O)Nc1nc2ccc([N+](=O)[O-])cc2s1	-4	-7	-1	-3	4	0	-13	5	1.6	3
O=C(O)CN1C(=O)c2ccc(Oc3ccc4c(c3)C(=O)N(CC(=O)O)C4=O)cc2C1=O	/	-8	-1	2	-5	-2	3	0	-0.4	2
CC(C)(C)OC(=O)N1CCN(C(=O)c2ncn(Cc3ccccc3)c2C(=O)N2CCN(C(=O)OC(C)(C)C)CC2)CC1	3	8	-4	/	-10	-2	-6	1	0.7	0
COc1cccc(NC(=O)CSc2nnnn2C2CCCC2)c1	/	-2	-1	-1	-14	-8	-21	7	0.3	-3
COc1cc(CN2CCNC(=O)C2CC(=O)O)cc(OC)c1 (centres undefined)	-5	-5	0	2	5	-1	-16	6	-0.2	6
CCCN1CCN(c2ccc([N+](=O)[O-])cc2C#N)CC1	1	1	-5	14	30	2	-40	2	-2.0	0
Next structures follow.
SMILES	SR-BI HDL uptake	MITF TRPM1 HTS	dFosB act	NSD2 inh	PvdQ inh	Wnt act	HTR5A inv ctr	HTR5A ag ctr	CDK5 p35 inh	V-ATPase pH
COc1cc(OC)cc(C(=O)Nc2cc(C)nn2-c2ccccc2)c1	22	-7	-16	1	-20	-4	-6	-1	-7.7	6
CCOC(=O)N1CCC(NC(=O)C2CCCN(Cc3nc(-c4cccc(Cl)c4)oc3C)C2)CC1 (centres undefined)	33	-22	-14	/	-11	-4	-14	0	0.3	0
Cn1cc(C(=O)NCN2CCCCC2)c2ccccc21	-32	-1	0	-3	1	-5	-39	15	-1.7	1
CN(CC(=O)Nc1cccc(F)c1)C(=O)c1cccnc1Sc1ccccc1	-9	6	-2	-3	-17	-1	7	-3	-0.5	-1
NNC(=O)c1cccc(COCC(F)(F)C(F)F)c1	-8	/	-1	0	-10	-3	-3	-4	-0.8	-1
O=C(O)/C(=C\c1c(C(=O)O)[nH]c2cc(Cl)cc(Cl)c12)c1ccccc1	-18	-6	-2	/	6	-1	-8	2	-0.3	-3
CCOC(=O)c1c(C)[nH]c(C)c1C(=O)COC(=O)/C=C/c1cccc(Cl)c1	-8	0	-8	1	-5	/	-17	3	-0.3	2
CCCC[C@@H]1CNC(=O)C(=O)N1CC(C)(C)C	-20	10	4	/	-3	-1	2	-1	0.0	-47
CCOC(=O)C1CCN(C(=O)c2cc(S(=O)(=O)N3CCOCC3)ccc2C)CC1	-14	13	-14	0	-7	-2	13	-5	-0.4	3
O=C(/C=C/c1cccc(Cl)c1)NCc1cccs1	-5	/	-7	0	-6	13	-1	-3	1.4	2
Cc1c(C(=O)c2cccc(F)c2)c2ccccn2c1CCC#N	30	-3	-12	4	-11	0	15	-6	-2.6	2
